CRFR2-BP ag: agonists of CRF-BP/CRF-R2 complex, primary screen, cell-based, HEK293, calcium dye fluorescence, uHTS; calcium dye fluorescence (FLIPR); percent of saturating CRF peptide response; activation, % at 13.2 µM; hit rate 0.46% among 350,000;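 active = activation of at least 50%, plus an integration ratio under a set limit after plate pattern correction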;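 note: plate controls were neutral control wells without compound for no effect and CRF at EC100 for full effect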
MEKK2 WT-MEK5: modulators of MEK5 binding to wildtype MEKK2, primary screen, biochemical, multiplex bead flow cytometry, Alexa488-MEK5; Alexa488-MEK5 binding to MEKK2 WT; actives lie on both sides; Mitogen-activated protein kinase kinase kinase 2 (Homo sapiens), Q9Y2U5; binding response (% of control), % at 10 µM; hit rate 1.1% among 290,000; AID 1531, 2009; in the data active = binding response below about 67% or above about 130%
CRFBP-R2 block: antagonists of CRF-BP/CRF-R2 complex, primary screen, cell-based, HEK293, calcium dye fluorescence, uHTS. CRF-induced calcium fluorescence. inhibition, % at 11.8 µM. hit rate 0.59% among 350,000. AID 588475, 2011;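 active = inhibition of the ligand-induced calcium signal above about 50% at the single tested concentration, limit read from the data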
MEKK3 PB1 HTS: modulators of MEKK3-MEK5 PB1 binding, primary screen, biochemical, wildtype MEKK3, multiplex bead flow cytometry, Alexa488-MEK5; Mitogen-activated protein kinase kinase kinase 3 (Homo sapiens), Q99759; bead-based flow cytometry, Alexa488-MEK5 binding to MEKK3; actives lie on both sides; 0 = blocked by unlabeled MEK5, 100 = vehicle; binding response (% of control), % at 10 µM; hit rate 1.4% among 290,000; AID 1529, 2009;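 active = binding response more than 3 SD above or below the average of its plate-row segment, actives on both sides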;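 note: Alexa488 bead fluorescence after subtracting the streptavidin-only scavenger bead signal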
Target sequence (Q99759 whole entry, looked up): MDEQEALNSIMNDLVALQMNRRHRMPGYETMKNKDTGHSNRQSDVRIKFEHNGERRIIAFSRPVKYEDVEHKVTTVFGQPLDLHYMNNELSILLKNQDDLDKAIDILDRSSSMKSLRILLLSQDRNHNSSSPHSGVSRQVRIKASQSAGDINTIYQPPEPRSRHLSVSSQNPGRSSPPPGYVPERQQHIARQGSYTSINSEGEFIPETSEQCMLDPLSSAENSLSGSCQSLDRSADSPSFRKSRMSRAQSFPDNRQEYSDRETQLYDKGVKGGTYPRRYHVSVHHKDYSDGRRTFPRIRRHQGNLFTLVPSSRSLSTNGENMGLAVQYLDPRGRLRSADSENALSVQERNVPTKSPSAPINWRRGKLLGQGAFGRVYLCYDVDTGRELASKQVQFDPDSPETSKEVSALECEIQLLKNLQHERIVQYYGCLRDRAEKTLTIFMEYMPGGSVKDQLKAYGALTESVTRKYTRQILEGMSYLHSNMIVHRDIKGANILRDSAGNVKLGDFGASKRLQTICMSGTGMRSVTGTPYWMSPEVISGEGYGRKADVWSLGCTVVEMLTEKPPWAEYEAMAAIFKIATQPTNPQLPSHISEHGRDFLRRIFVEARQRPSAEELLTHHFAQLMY
MEKK2mut PB1 HTS: MEK5 binding signal on mutant MEKK2 PB1, primary screen, biochemical, multiplex bead flow cytometry, Alexa488-MEK5. Alexa488-MEK5 binding to MEKK2 mutant. percent response, % at 10 µM. hit rate 0.35% among 290,000; in the data active = percent response above about 24%, passing the limit was not always enough; note: inactives centre near 1; some results filed as inactive read as strong as hits; reference of the scale not given here
GalR3 antag: GalR3 antagonists in HEK293 cells, primary screen, cell-based, fluorescence readout. Galanin receptor type 3 (Homo sapiens), O60755. hit rate 0.44% among 360,000. inhibition, % at 3 µM. AID 651719, 2012. HEK293 GalR3-CNG cAMP membrane potential fluorescence; galR3 body fused to GalR1 C-terminus;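 active = inhibition above the screen-wide average plus 3 SD, cut at about 13% in these data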;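 note: forskolin and galanin both at EC90 stimulate the cells; cAMP rise reported by CNG channel membrane potential dye signal; 0% = forskolin plus galanin with DMSO and 100% = forskolin alone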
Target sequence (O60755 1-299 limits assumed): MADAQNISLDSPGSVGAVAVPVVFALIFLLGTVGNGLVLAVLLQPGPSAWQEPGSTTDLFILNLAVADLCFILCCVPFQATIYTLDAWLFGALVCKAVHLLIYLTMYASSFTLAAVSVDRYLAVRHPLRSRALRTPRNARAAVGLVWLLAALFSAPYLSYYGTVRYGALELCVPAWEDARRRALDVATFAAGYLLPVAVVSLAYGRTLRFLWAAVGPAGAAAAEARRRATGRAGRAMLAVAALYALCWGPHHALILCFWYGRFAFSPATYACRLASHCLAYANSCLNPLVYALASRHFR
SUMO HTRF inh: inhibitors of in vitro SUMOylation cascade, primary screen, biochemical, HTRF, uHTS | inhibition, % at 35 µM | hit rate 0.36% among 290,000 | SUMO-conjugating enzyme UBC9 (Homo sapiens), P63279 | HTRF SUMOylation assay, SAE1/SAE2 + UBC9 | AID 2006, 2009; in the data active = inhibition above about 50%, passing the limit was not always enough; note: strong numbers were not always called active
Target sequence (P63279 whole entry, looked up): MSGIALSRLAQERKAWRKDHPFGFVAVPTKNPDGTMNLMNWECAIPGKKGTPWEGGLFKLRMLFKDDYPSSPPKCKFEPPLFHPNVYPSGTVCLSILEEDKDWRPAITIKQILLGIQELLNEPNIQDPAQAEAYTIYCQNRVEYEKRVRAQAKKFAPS
HCV NS3 hel inh: inhibitors of HCV NS3 helicase, primary screen, biochemical, Cy5 molecular beacon fluorescence; Hepatitis C virus NS3 helicase; NS3 helicase DNA unwinding; inhibition, % at 10.9 µM; hit rate 0.56% among 290,000; AID 1800, 2009;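 active = inhibition above the mean of all tested compounds plus 3 SD, set per campaign, cut at about 35% in these data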;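 note: 0% = DMSO wells and 100% = thioflavine S control wells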
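Assay system – hepatitis C virus NS3 helicase domain fragment enzyme · Buffer or medium – MOPS pH 6.5, MgCl2, DTT, Tween20, BSA · Reagent – Cy5/quencher beacon DNA duplex and ATP to start · Compound – single 10.9 µM dose · Timing – 1 h at 25 °C · Technique – Cy5 beacon fluorescence read at start and 1 h · Measure – % inhibition of unwinding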
DNA FID counter: compounds displacing fluorescent DNA intercalator, primary screen, artefact control for HCV NS3 helicase inhibitor project, biochemical, FID fluorescence; DNA fluorescent intercalator displacement; inhibition, % at 7.9 µM; hit rate 0.17% among 290,000; AID 1845, 2009; in the data active = inhibition above about 37%;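 note: 0% = vehicle and 100% = reference compound; higher means more ethidium bromide displaced from hairpin DNA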
Numbers without * were called inactive; x = no result given; [ ] = another dose, or the depositor's remark. These rows are one share of the data; the hit share may differ from the screen's.

SMILES	CRFR2-BP ag	MEKK2 WT-MEK5	CRFBP-R2 block	MEKK3 PB1 HTS	MEKK2mut PB1 HTS	GalR3 antag	SUMO HTRF inh	HCV NS3 hel inh	DNA FID counter
Cc1nc(CN2CCN(Cc3nc(C(c4ccccc4)c4ccccc4)no3)CC2)cs1	1.6	93	5	97	-3	6	5	-10	-8
COC(=O)c1cc(C(=O)NC(C)C2CC3CCC2C3)cc([N+](=O)[O-])c1 (centres undefined)	2.9	104	-21	105	1	-9	8	6	-17
COCCn1c(-c2ccc(OC)cc2)cnc1SCC(=O)Nc1cccc2ccccc12	0.6	93	21	97	-2	-6	19	47*	-24
CCOCCCNC(=O)c1ccc2c(c1)OCO2	0.2	102	-18	101	3	-6	-10	4	-2
Cn1c(Cn2nnc3ccccc32)nnc1SCC(=O)c1ccccc1F	-0.5	92	10	97	-3	1	-3	-2	-9
CCN(C(=O)CCS(=O)(=O)c1ccc(Br)cc1)c1ccc2c(c1)OCO2	0.9	108	-6	106	8	0	14	6	-31
CC(C)(C)C(=O)Nc1ccccc1C(=O)N1CCCC1	0.1	96	4	100	4	-6	12	1	-2
COc1ccc2sc(C)nc2c1NC(C)=O	0.0	103	-9	98	0	6	-10	3	1
COc1ccc(NC(=O)CSc2ccc(-c3ccco3)nn2)cc1	-1.1	108	-17	104	6	1	8	13	-22
O=C(NCc1ccco1)c1ccccc1NS(=O)(=O)c1ccc(Cl)s1	15	112	20	106	7	-3	28	11	-23

The list goes on, starting with the last three of the part before.
SMILES	CRFR2-BP ag	MEKK2 WT-MEK5	CRFBP-R2 block	MEKK3 PB1 HTS	MEKK2mut PB1 HTS	GalR3 antag	SUMO HTRF inh	HCV NS3 hel inh	DNA FID counter
COc1ccc2sc(C)nc2c1NC(C)=O	0.0	103	-9	98	0	6	-10	3	1
COc1ccc(NC(=O)CSc2ccc(-c3ccco3)nn2)cc1	-1.1	108	-17	104	6	1	8	13	-22
O=C(NCc1ccco1)c1ccccc1NS(=O)(=O)c1ccc(Cl)s1	15	112	20	106	7	-3	28	11	-23
COc1ccc(/C=N/NC(=O)c2ccccc2[N+](=O)[O-])cc1CN1CCc2cc(OC)c(OC)cc2C1C (centres undefined)	-2.0	114	2	101	14	-4	30	-36	17
O=C(O)/C=C\C(=O)Nc1cccc(C(=O)Nc2cccc(O)c2)c1	-0.8	103	-7	101	0	-3	0	-3	-2
O=C(NN1CCOCC1)c1ccc(Cl)cc1[N+](=O)[O-]	2.0	101	-8	99	3	-4	4	1	2
O=C(Cn1cc([N+](=O)[O-])cn1)NC1CCCCCC1	-0.5	97	-1	104	-4	-4	-12	-4	-4
CC(C)NC(=O)COC(=O)C1CSC2(c3ccc(Br)cc3)CCC(=O)N12 (centres undefined)	-0.2	102	0	108	-2	-3	-15	0	-14
COc1ccc(C2OC(=O)c3ccccc3S2)cc1 (centres undefined)	0.7	100	10	102	3	-5	-9	-4	2
Cc1ccc(OC(C)C(=O)N2CC(=O)Nc3ccccc32)cc1 (centres undefined)	0.5	87	-4	92	-9	-5	8	1	-16
CC(C)CCN(Cc1ccco1)S(=O)(=O)c1ccc(-c2ccc(=O)[nH]n2)s1	1.2	97	-11	101	-5	-1	7	8	-24
O=C(CNS(=O)(=O)/C=C/c1ccccc1)OC1CCOC1=O (centres undefined)	-2.5	70	36	71	-11	-4	12	-6	5
Cc1cccc(OCc2nc(-c3ccc(Br)o3)no2)c1	6.3	89	21	100	-8	-8	-11	-6	-2
CCc1nnc(N/N=C/c2c(Cl)cccc2Cl)n1N	-0.8	107	-5	108	9	-6	-5	-9	5
O=C(NCCCn1ccnc1)/C(=C\c1ccccc1Cl)NC(=O)c1ccccc1	0.0	110	-5	106	6	-2	-4	-11	-2
CCOc1ccc(NC(=O)C(C)Sc2nnnn2C)cc1 (centres undefined)	0.2	116	-4	96	8	-6	6	5	5
Nc1ccc(S(=O)(=O)N2CCC(Cc3ccccc3)CC2)cc1	2.8	100	11	104	3	2	-3	-15	-26
CCOC(=O)c1cn(C2CC2)c2c(F)c(F)c(F)cc2c1=O	0.4	105	5	105	6	-3	3	-4	-1
CC(C)Cc1nnc(NC(=O)CCS(=O)(=O)c2ccc(Cl)cc2)s1	1.6	115	-16	107	13	2	13	2	-28
Cc1cc(=O)n(C)c(=O)n1CCCCCCOc1cccc([N+](=O)[O-])c1	0.4	106	20	105	3	1	-2	-3	-11
O=C(Nc1ccc(O)cc1)c1c(O)c2c([nH]c1=O)CCCC2	0.2	100	-34	104	0	-5	11	-4	1
CN(C)c1ccc(C(=O)OCC(=O)NC2CCCCC2)cc1	-1.7	103	-6	100	3	-2	-5	-6	-7
Cc1ccc(C)c(NC(=O)C2CCN(C(=O)c3cccs3)CC2)c1	0.6	101	1	102	-2	-9	1	2	-17
COc1ccc(S(=O)(=O)N2CCCCC2)cc1-n1cnnn1	-2.1	89	-9	97	-10	-5	-1	-4	-2
CC(C)(CNS(C)(=O)=O)SCc1ccc(Cl)cc1	-1.7	90	7	87	-3	-2	5	-1	-8
CC[n+]1c(C)sc2sc3ccccc3c21	x	105	x	113	3	x	10	9	-24
Cc1cc(C)n(CCOC(=O)c2sc3ccccc3c2Cl)n1	-2.5	99	2	99	1	-4	10	-1	-23
c1coc(CNc2nc3sc4c(c3c3ncnn23)CCCC4)c1	1.3	103	-16	106	2	1	6	1	-4
CN(C)S(=O)(=O)c1cccc(N=C2NN=C(c3ccccc3)CS2)c1	-0.3	92	9	101	1	0	-32	9	-4
Cc1nc(NC(=O)C2CC2)sc1C	-0.7	104	-11	103	-1	-2	-13	-1	1
O=C(CN1CCCCC1)NCCNc1ccc(C(F)(F)F)cc1[N+](=O)[O-]	3.5	98	-3	97	-2	-5	-4	-8	15
Cc1sc2ncn(CC(=O)Nc3cccc(S(N)(=O)=O)c3)c(=O)c2c1-c1ccccc1	-1.1	100	-6	103	2	-10	-2	-1	-6
CN(Cc1nc2ccccc2n1C)C(=O)c1ccco1	-0.7	106	-5	106	8	1	19	3	-5
CCOC(=O)c1c(S(=O)(=O)NCC2CCN(CCc3cccs3)CC2)c(C)n(C)c1C	0.7	104	6	99	0	1	2	-1	6
CCN1/C(=C/C(=O)c2ccco2)Sc2ccccc21	-2.5	109	20	104	11	-4	10	7	-15
COc1ccccc1/C=C/C(=O)c1c2c(c(C)[nH]c1=O)CCCC2	0.5	104	8	89	3	-5	27	2	-9
Brc1cc2[nH]cnc2c2ccccc12	0.7	100	-9	103	1	-7	10	0	6
O=C(NCc1ccc2c(c1)OCO2)c1cnc2ccccn2c1=O	-1.8	99	-3	100	3	-1	1	3	-6
COc1ccc(C(C[N+](=O)[O-])c2c(-c3ccccc3)cc3ccccn23)cc1 (centres undefined)	0.6	x	-4	x	x	-3	24	3	-6
COc1cc(C)c(Br)cc1S(=O)(=O)NCc1ccccc1	10	107	13	103	1	-8	1	-13	-16
O=C(CSc1nc2cc([N+](=O)[O-])ccc2n1-c1ccccc1)NCc1ccc2c(c1)OCO2	-0.6	115	11	102	9	-4	-10	40*	-24
COc1ccccc1NC(=O)c1cccs1	-4.3	102	22	102	1	-4	-6	-2	-2
COc1ccc(NS(=O)(=O)c2cc(NC(=O)/C=C/c3cc(OC)ccc3OC)ccc2N2CCCCC2)cc1	-0.2	100	5	100	-2	-7	22	8	-10
COc1ccc(Nc2ccccc2NC(=O)c2ccccc2Br)cc1	-1.0	93	3	98	0	-8	-1	15	-13
COCCN1Cc2cccc(C(=O)NCc3ccccc3OC)c2C1=O	3.0	109	-13	102	3	-4	6	-10	-17
CCOc1cc(C(=O)Nc2ccccc2N2CCN(S(C)(=O)=O)CC2)cc(OCC)c1OCC	-0.1	102	3	100	4	-4	2	-8	-36
CCCC1S/C(=N/N=C/c2ccco2)NC1=O (centres undefined)	-4.9	100	11	98	-2	-1	23	0	-5
COc1ccc(OC)c(NC(=O)CSc2nnnn2C)c1	0.6	98	-10	100	1	-8	15	13	-2
O=C(c1ccco1)N1CCN(Cc2cn[nH]c2-c2ccc(F)cc2F)CC1	0.1	81	3	87	-8	-1	12	0	-14
COCCNC(=S)N(CCc1c(C)[nH]c2ccccc12)Cc1cccnc1	0.7	105	-8	104	5	1	8	-10	-17
CCCCOc1ncnc2c1[nH]c1ccc(F)cc12	-0.2	102	-6	93	5	29*	17	-6	-3
COc1ccc(C)cc1NC(=O)C1CC(=O)N(CCc2ccccc2)C1 (centres undefined)	-3.8	91	-3	100	-3	-4	-7	9	-29
CC(=O)Nc1ccc(NC(=O)CSc2nncn2C)cc1	-0.5	106	4	103	7	-2	0	6	1
Later entries
SMILES	CRFR2-BP ag	MEKK2 WT-MEK5	CRFBP-R2 block	MEKK3 PB1 HTS	MEKK2mut PB1 HTS	GalR3 antag	SUMO HTRF inh	HCV NS3 hel inh	DNA FID counter
CCCn1c(N)c(C(=O)CSc2nc3ccccc3s2)c(=O)[nH]c1=O	-0.8	107	3	108	2	-7	15	-7	-3
O=C(CN1CCN(S(=O)(=O)c2ccc(Br)cc2)CC1)Nc1ccccc1F	-1.7	106	11	105	10	1	-11	-13	-27
CSc1nsc(/C=C/Nc2ccc(F)cc2F)c1C#N	6.0	95	-11	99	-7	x	12	13	-9
CN(CCCN1CCCCC1)C(=O)CCc1nnc(C2CCCCC2)o1	-3.9	95	10	99	-4	8	-2	3	0
COc1ccccc1N1CCN(C(=O)c2cc3c(s2)CCCCC3)CC1	-0.7	98	5	97	3	-6	11	-3	-49
CCN(CC)CCN1C(=O)C2C(C(=O)Nc3cc(C)cc(C)c3)C3C=CC2(O3)C1C(=O)NC1CCCCC1 (centres undefined)	-0.4	105	0	100	-1	-11	1	-2	3
COCc1cc(C)n(CC(=O)N/N=C/c2ccc(-c3ccc(Cl)c(C(=O)O)c3)o2)c(=O)c1C#N	0.6	105	14	96	1	-10	21	7	-38
CC(C)(C)C(=O)CSc1nc2ncc(Br)cc2[nH]1	-0.9	100	-10	103	13	4	0	7	-5
N#CCCn1nc(-c2ccccc2)cc1-n1c(C(F)(F)F)nc2ccccc21	0.8	106	-14	104	6	-2	-14	-7	-21
c1cc2c3c(cccc3c1)NC(c1ccc3c(c1)OCO3)N2	0.4	105	6	105	1	-10	18	16	-4
CC(C)(Cc1ccc(O)cc1)NC(=O)CC(=O)N=Nc1c(O)[nH]c2ccc(Br)cc12	2.5	108	-1	21*[inhibitor]	40	-1	-5	-30	-16
O=C(O)c1cccc(NC(=O)c2ccc(S(=O)(=O)c3ccccc3)cc2)c1	-1.5	99	0	103	0	3	-1	9	-26

Screening data as filed in PubChem BioAssay.
